Screening results from PubChem.
human PMI inhibitors – human PMI inhibitors, high substrate, primary screen, biochemical, fluorescence intensity, high mannose 6-phosphate (AID 1220); recombinant PMI enzyme, coupled fluorescence intensity; higher % means a stronger effect; inhibition, % at 20 µM, or IC50 in µM where a hit was titrated; 190,000 compounds, 0.66% hits
PMI inhibitors – MPI enzyme activity inhibition – biochemical, fluorescence intensity, coupled assay, primary screen (AID 1209) | purified PMI enzyme, coupled fluorescence intensity; higher % means a stronger effect | inhibition, % at 20 µM; hits with a dose series show IC50 in µM | 190,000 compounds, 0.42% hits;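 note: plate controls were DMSO vehicle for no effect and wells lacking substrate for full effect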
Yfh1-depleted yeast – enhancers of respiration in Yfh1-depleted yeast, dose response, Friedreich's ataxia, plus single-dose screen (AID 1465); S. cerevisiae Yfh1-off respiration, WST-1 reduction, 72 h; higher fold induction means a stronger effect; one-dose fold induction at 50 µM; EC50 in µM for titrated hits; 220,000 compounds, 0.074% hits;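 active = fold induction of absorbance versus untreated yeast above a set limit, then at least 30% activation at any dose in follow-up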;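 note: activators that raise dye reduction in frataxin-depleted yeast; strong numbers were not always called active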
WT yeast gro inh – growth inhibition of WT yeast, mitochondrial fusion screen | mitochondrial fusion phenotypic screen, WT strain | 190,000 compounds, 2.1% hits | AID 1362 | inhibition, % at 10 µM; in the data active = inhibition above about 58%; tested in S. cerevisiae
b-catenin transl – beta-catenin nuclear translocation modulation; nuclear translocation activity, % at 5 µM; 190,000 compounds, 0.3% hits; HeLa beta-catenin nuclear translocation, immunofluorescence imaging;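 active = nuclear translocation activity above 50% at 5 µM, with a well cell count of 50 or more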;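 note: per-cell ratio of nuclear to cytoplasmic median beta-catenin stain intensity; plate controls were DMSO negative control for no effect and GSK-3 inhibitor IX positive control for full effect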
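Technique: fluorescence imaging of beta-catenin antibody stain plus DAPI / Material: human HeLa cell line / Incubation: compound treatment 24 h, 37°C, 5% CO2 / Read-out basis: % activation of per-cell nuclear versus cytoplasmic median beta-catenin signal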
MT stabilize HCS – microtubule stabilization, imaging screen; HeLa tubulin immunostaining HCS, 24 h; share of cells brighter than vehicle mean+2SD; % tubulin-high responders, % at 10 µM; 200,000 compounds, 0.83% hits;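 active = plate Z-score above 3 for both tubulin-high and condensed-nucleus cell shares, with cell loss under 80%, at 10 µM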;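 note: anti alpha tubulin signal scored within the nucleus-defined area of each cell; some results filed as inactive read as strong as hits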
Dynein cargo inh – dynein cargo transport inhibition | 220,000 compounds, 0.47% hits | 3617.4 mouse cells, GR-EGFP nuclear translocation imaging; test concentration mostly 20 µM; stimulated with dexamethasone, 1 µM; hits give low values | z-score, hits read low;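 active = plate z-score of nuclear minus cytoplasmic receptor signal below a set negative limit, without overly bright fluorescence or cell loss, cut at about -3.5 in these data, passing the limit was not always enough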;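 note: z-score of nuclear minus cytoplasmic ring GR-EGFP intensity difference per well; some compounds called inactive have numbers as strong as hits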
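Buffer or medium: tet-free medium with charcoal-stripped serum / Also added: dexamethasone agonist, 1.0 µM final, for 30 min / Timing: induction 48 h, compound 1 h, agonist 30 min / Measured by: high-content fluorescence imaging after fixation / Read-out: nuclear-to-cytoplasmic GR-EGFP distribution per well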
Ins promoter up – MIN6 insulin promoter up-regulation | MIN6 insulin promoter-GFP reporter, high-content imaging; hits give high values | z-score at 5 µM | 190,000 compounds, 0.3% hits;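 active = z-score above 3 at 5 µM with at least 500 cells counted in the well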
Autophagy HCS – alters autophagy in cells | calls only at 10 µM (by protocol) | 190,000 compounds, 0.98% hits | MEF GFP-LC3 puncta imaging; test concentration mostly 10 µM;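 active = percentage of spot-positive cells more than 3 SD above its plate mean, without a fluorescence outlier flag or 80% toxicity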;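 note: spot-positive cell cutoff set from DMSO-treated cells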
WT yeast gro inh mutant strain – second read-out of WT yeast gro inh, no call of its own (marks repeat the call); inhibition, %; mitochondrial fusion phenotypic screen, mutant strain inhibition
Dynein cargo inh cytoplasmic EGFP – recorded beside Dynein cargo inh, whose call it bears; z-score; measured here: cytoplasmic GR-EGFP intensity; hits give high values
Dynein cargo inh nuclear GR-EGFP – further read-out of Dynein cargo inh, marked with its call; z-score; measured here: nuclear GR-EGFP intensity;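 lower value marks the stronger effect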
Dynein cargo inh cell count – recorded beside Dynein cargo inh, whose call it bears; z-score; measured here: cell count per field
Ins promoter up cell count – recorded beside Ins promoter up, whose call it bears; cell count; measured here: cytotoxicity, nuclei count;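 total cells summed across four imaged fields per well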
b-catenin transl cell count 5 µM – also measured in b-catenin transl; calls as there; cell count; measured here: cell count, cytotoxicity flag
MT stabilize HCS Hoechst-high % – also measured in MT stabilize HCS; calls as there; % Hoechst-high responders; measured here: nuclear condensation Hoechst responders;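 share of cells brighter than vehicle mean plus two SD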
MT stabilize HCS cytotoxicity % – recorded beside MT stabilize HCS, whose call it bears; toxicity, %; measured here: cytotoxicity by cell density;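 0% = mean cell density of plate MIN control wells and 100% = no cells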
Autophagy HCS cell loss 18 h – second read-out of Autophagy HCS, no call of its own (marks repeat the call); toxicity, %; measured here: cell loss, nuclei count;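 cell loss after 18 h compound exposure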
The depositor's hits bear a star. Cut-off read from the data, not from the text of the source, unless noted: active = inhibition above about 50%; inactive = the rest.

Results for O=C(CCC(=O)c1ccc(Oc2ccccc2)cc1)Nc1ccc(Cl)cc1Cl ?
human PMI inhibitors: 3%; PMI inhibitors: 7%; Yfh1-depleted yeast: inactive; WT yeast gro inh: 46; b-catenin transl: 0.2; MT stabilize HCS: 3.3; Dynein cargo inh: -0.45; Ins promoter up: -0.32; Autophagy HCS: inactive; WT yeast gro inh mutant strain: 24; Dynein cargo inh cytoplasmic EGFP: -0.2; Dynein cargo inh nuclear GR-EGFP: 0.39; Dynein cargo inh cell count: 0.79; Ins promoter up cell count: 1541; b-catenin transl cell count 5 µM: 1250; MT stabilize HCS Hoechst-high %: 2.2; MT stabilize HCS cytotoxicity %: 11; Autophagy HCS cell loss 18 h: -23

How did O=C(O)CN(CCO)CCN(CC(=O)O)CC(=O)O do in these assays?
human PMI inhibitors: 6%; PMI inhibitors: -6%; Yfh1-depleted yeast: inactive; WT yeast gro inh: 4; MT stabilize HCS: 4.1; Dynein cargo inh: -1.3; Autophagy HCS: inactive; WT yeast gro inh mutant strain: 1; Dynein cargo inh cytoplasmic EGFP: -0.26; Dynein cargo inh nuclear GR-EGFP: -0.07; Dynein cargo inh cell count: 0.75; MT stabilize HCS Hoechst-high %: 2.5; MT stabilize HCS cytotoxicity %: 14; Autophagy HCS cell loss 18 h: -9

What do the screens show for `O=C(Nc1ccc(CN2CCCCC2)cc1)c1cccc(F)c1`?
human PMI inhibitors: -4%; PMI inhibitors: -1%; Yfh1-depleted yeast: inactive; WT yeast gro inh: 4; b-catenin transl: -0.4; MT stabilize HCS: 1.8; Dynein cargo inh: -0.74; Ins promoter up: -0.04; Autophagy HCS: inactive; WT yeast gro inh mutant strain: 11; Dynein cargo inh cytoplasmic EGFP: -0.34; Dynein cargo inh nuclear GR-EGFP: 0.23; Dynein cargo inh cell count: 0.37; Ins promoter up cell count: 1634; b-catenin transl cell count 5 µM: 1139; MT stabilize HCS Hoechst-high %: 2.3; MT stabilize HCS cytotoxicity %: 6.0; Autophagy HCS cell loss 18 h: 6

How did COc1ccc(/C=N/Nc2nc(-c3cccc(S(=O)(=O)N4CCCC4)c3)cs2)c(OC)c1 do in these assays?
human PMI inhibitors: -6%; PMI inhibitors: 3%; Yfh1-depleted yeast: inactive; WT yeast gro inh: -17; b-catenin transl: -6.4; MT stabilize HCS: 4.5; Dynein cargo inh: -0.84; Ins promoter up: -0.33; Autophagy HCS: inactive; WT yeast gro inh mutant strain: 0; Dynein cargo inh cytoplasmic EGFP: -0.25; Dynein cargo inh nuclear GR-EGFP: -0.38; Dynein cargo inh cell count: 2.2; Ins promoter up cell count: 772; b-catenin transl cell count 5 µM: 517; MT stabilize HCS Hoechst-high %: 2.2; MT stabilize HCS cytotoxicity %: 7.9; Autophagy HCS cell loss 18 h: 7

Results for C=CCOC(=O)C1=C(C)Nc2[nH]c(=O)[nH]c(=O)c2C1c1cccc(OC)c1 (stereo unspecified) ?
human PMI inhibitors: 18%; PMI inhibitors: 12%; Yfh1-depleted yeast: inactive; WT yeast gro inh: 3; b-catenin transl: -3.2; MT stabilize HCS: 2.5; Dynein cargo inh: 1.3; Autophagy HCS: inactive; WT yeast gro inh mutant strain: -17; Dynein cargo inh cytoplasmic EGFP: 0.28; Dynein cargo inh nuclear GR-EGFP: 0.43; Dynein cargo inh cell count: -1.6; b-catenin transl cell count 5 µM: 1243; MT stabilize HCS Hoechst-high %: 1.4; MT stabilize HCS cytotoxicity %: 8.2; Autophagy HCS cell loss 18 h: -7

Results for COc1cc(C2C(C#N)=C(N)OC3=C2C(=O)CCC3)cc(OC)c1OC(=O)N1CCOCC1 (stereo unspecified) ?
human PMI inhibitors: 14%; PMI inhibitors: 14%; Yfh1-depleted yeast: inactive; WT yeast gro inh: 9; b-catenin transl: 0.1; MT stabilize HCS: 1.4; Dynein cargo inh: -0.62; Ins promoter up: 0.5; Autophagy HCS: inactive; WT yeast gro inh mutant strain: -29; Dynein cargo inh cytoplasmic EGFP: -0.19; Dynein cargo inh nuclear GR-EGFP: -0.24; Dynein cargo inh cell count: 0.38; Ins promoter up cell count: 1298; b-catenin transl cell count 5 µM: 1406; MT stabilize HCS Hoechst-high %: 1.0; MT stabilize HCS cytotoxicity %: 5.1; Autophagy HCS cell loss 18 h: 0

How did C#CCOCCOCCOCCNc1nc(N2CCN(C(=O)[C@H](CCC(=O)O)n3cc(C(N)[C@H](C)CC)nn3)CC2)nc(N2CCN(C(=O)[C@H](Cc3cc4ccccc4[nH]3)n3cc(C(N)[C@H](C)CC)nn3)CC2)n1 (stereo partly specified) do in these assays?
human PMI inhibitors: -33%; PMI inhibitors: -26%; WT yeast gro inh: -38; b-catenin transl: -0.8; MT stabilize HCS: 2.6; Dynein cargo inh: -0.82; Ins promoter up: -1.3; Autophagy HCS: inactive; WT yeast gro inh mutant strain: -27; Dynein cargo inh cytoplasmic EGFP: -0.064; Dynein cargo inh nuclear GR-EGFP: -0.13; Dynein cargo inh cell count: 0.47; Ins promoter up cell count: 1463; b-catenin transl cell count 5 µM: 1167; MT stabilize HCS Hoechst-high %: 2.0; MT stabilize HCS cytotoxicity %: 5.1; Autophagy HCS cell loss 18 h: 4

What do the screens show for `O=C(NC1CCCC1)c1ccc(S(=O)(=O)N2CCCC2)cc1`?
human PMI inhibitors: -1%; PMI inhibitors: 2%; Yfh1-depleted yeast: inactive; WT yeast gro inh: -4; b-catenin transl: -1.7; MT stabilize HCS: 1.3; Dynein cargo inh: 0.11; Ins promoter up: -1.1; Autophagy HCS: inactive; WT yeast gro inh mutant strain: -4; Dynein cargo inh cytoplasmic EGFP: -0.058; Dynein cargo inh nuclear GR-EGFP: 0.064; Dynein cargo inh cell count: 0.42; Ins promoter up cell count: 1195; b-catenin transl cell count 5 µM: 1043; MT stabilize HCS Hoechst-high %: 3.1; MT stabilize HCS cytotoxicity %: 26; Autophagy HCS cell loss 18 h: 0

How did COc1ccc(C2(CNC(=O)c3ccco3)CCOCC2)cc1 do in these assays?
human PMI inhibitors: 5%; PMI inhibitors: 8%; Yfh1-depleted yeast: inactive; WT yeast gro inh: 12; b-catenin transl: 0.8; MT stabilize HCS: 3.0; Dynein cargo inh: -1.1; Ins promoter up: -0.4; Autophagy HCS: inactive; WT yeast gro inh mutant strain: 2; Dynein cargo inh cytoplasmic EGFP: -0.075; Dynein cargo inh nuclear GR-EGFP: -1.3; Dynein cargo inh cell count: -0.36; Ins promoter up cell count: 1537; b-catenin transl cell count 5 µM: 1380; MT stabilize HCS Hoechst-high %: 1.0; MT stabilize HCS cytotoxicity %: 4.4; Autophagy HCS cell loss 18 h: -2

How did O=C(O)CCc1ccc(-c2cccs2)n1CC1CCCO1 (stereo unspecified) do in these assays?
human PMI inhibitors: 4%; PMI inhibitors: 5%; Yfh1-depleted yeast: inactive; WT yeast gro inh: -8; b-catenin transl: -0.3; MT stabilize HCS: 3.4; Dynein cargo inh: -0.2; Ins promoter up: 0.5; Autophagy HCS: inactive; WT yeast gro inh mutant strain: -7; Dynein cargo inh cytoplasmic EGFP: -0.27; Dynein cargo inh nuclear GR-EGFP: -0.029; Dynein cargo inh cell count: 1.3; Ins promoter up cell count: 1259; b-catenin transl cell count 5 µM: 1074; MT stabilize HCS Hoechst-high %: 1.8; MT stabilize HCS cytotoxicity %: 2.9; Autophagy HCS cell loss 18 h: -1

What do the screens show for `CCOC(=O)N1CCN(S(=O)(=O)c2ccc3c(c2)CCN3C(=O)CC)CC1`?
human PMI inhibitors: -2%; PMI inhibitors: -4%; Yfh1-depleted yeast: inactive; WT yeast gro inh: -6; MT stabilize HCS: 2.3; Dynein cargo inh: 0.84; Ins promoter up: -0.03; Autophagy HCS: inactive; WT yeast gro inh mutant strain: 3; Dynein cargo inh cytoplasmic EGFP: 0.29; Dynein cargo inh nuclear GR-EGFP: 0.73; Dynein cargo inh cell count: -0.71; Ins promoter up cell count: 882; MT stabilize HCS Hoechst-high %: 0.6; MT stabilize HCS cytotoxicity %: 10; Autophagy HCS cell loss 18 h: -10

Results for CCOc1ccc(C(=O)NC(=S)Nc2ccc(NC(=O)C(C)C)cc2)cc1[N+](=O)[O-] ?
human PMI inhibitors: -3%; PMI inhibitors: -2%; Yfh1-depleted yeast: inactive; WT yeast gro inh: -22; b-catenin transl: 1.0; MT stabilize HCS: 3.2; Dynein cargo inh: -0.41; Ins promoter up: -0.06; Autophagy HCS: inactive; WT yeast gro inh mutant strain: -14; Dynein cargo inh cytoplasmic EGFP: -0.31; Dynein cargo inh nuclear GR-EGFP: 0.38; Dynein cargo inh cell count: 0.52; Ins promoter up cell count: 1248; b-catenin transl cell count 5 µM: 535; MT stabilize HCS Hoechst-high %: 2.7; MT stabilize HCS cytotoxicity %: 3.6; Autophagy HCS cell loss 18 h: 13

What do the screens show for `COC(=O)C/C=C/[C@@H](C)[C@@H](/C=N/OC[C@@H](C)[C@H](OCc1ccccc1)C(C)C)NS(=O)(=O)c1ccc(C)cc1`?
human PMI inhibitors: 21%; PMI inhibitors: 20%; WT yeast gro inh: 4; MT stabilize HCS: 2.1; Dynein cargo inh: -0.51; Ins promoter up: -1.4; Autophagy HCS: inactive; WT yeast gro inh mutant strain: -12; Dynein cargo inh cytoplasmic EGFP: -0.16; Dynein cargo inh nuclear GR-EGFP: 0.061; Dynein cargo inh cell count: 0.42; Ins promoter up cell count: 1128; MT stabilize HCS Hoechst-high %: 1.4; MT stabilize HCS cytotoxicity %: 5.0; Autophagy HCS cell loss 18 h: 21

The order is random; 5% or so of the library scored in one or more.
